HepG2 tox = HepG2 cytotoxicity, counter-screen for TGF-b inhibitors. HepG2 CAGA-GFP viability, ATP luminescence, 18 h. Potency, µM (top dose mostly 46.1 µM), inactives show at the highest dose activity change, negative = cytotoxicity, most hits filed as cytotoxic. actives 0.76% (n = 410,000). AID 588856; active means well fitted cell-killing curve with a large enough effect; inactive means no such curve, though single readings can be large or run the other way; further: some results filed as inactive show a strong effect at the top dose
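CellTiter-Glo luminescence gave cytotoxicity after 18 hours at 37 degrees C. The cells were HepG2 CAGA-GFP in 1% FBS DMEM, stimulated with 500 pg/mL TGF-beta after compound addition. %Activity was normalised to no-cell wells (complete cell-killing) and DMSO (no toxicity), and curves were fitted and classified.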
* marks the source's active call; other numbers are inactive results. Potency means the concentration at half of the fitted maximal effect. The list is partial (hit frequency here may not be typical).

SMILES	HepG2 tox
COC(=O)c1ccc(-n2nnc(-c3nc(-c4ccccc4Cl)no3)c2C)cc1	2.8%
CCC1CN(C(=O)N2CCC(C(=O)N(C)Cc3ccccc3)CC2)c2ccccc2O1 (stereo not given)	-3.7%
Cc1ccc(C)c(N2CCN(CCCNC(=O)C3COc4ccccc4C3)CC2)c1 (stereo not given)	-81.9%
COC(=O)CN1CCC(=O)c2ccccc2S1(=O)=O	-1.3%
CCN1CCN(c2ccc(NS(=O)(=O)c3c(C)nc4sccn4c3=O)cc2Cl)CC1	-18.2%
COc1ccc(C(=O)NCCc2nc3ccccc3[nH]2)cc1	-14.8%
O=C(NCc1cccs1)c1ccc2c(c1)sc1nc(-c3ccccc3)cn12	-30.0%
Cc1cccc(Cn2c(-c3cccc(Br)c3)nc3ccccc32)c1	-24.6%
Cc1ccccc1Nc1ncnc2c1c(-c1ccccc1)cn2-c1ccc(F)cc1	-13.6%
CCOc1ccc(S(=O)(=O)NCC(c2cccs2)S(=O)(=O)c2ccc(C)cc2)cc1 (stereo not given)	-36.1%
O=C(NC1CC(=O)N(c2ccccc2)C1)C1CCCC1 (stereo not given)	4.0%
Cc1ccc(C)c(NC(=O)CSc2cn(CC(=O)N3CCCC3)c3ccccc23)c1	3.3%
COc1ccccc1OCC(=O)Nc1nnc2n1CCS2	-27.3%
COc1ccc(C)cc1NC(=O)Nc1ccccc1OCc1cc(=O)n2ccccc2n1	-13.9%
CCN(CC)c1ccc2cc(-c3nc(-c4cc(OC)c(OC)c(OC)c4)no3)c(=O)oc2c1	-22.8%
COc1cccc2sc(N3CCN(C(=O)CCS(=O)(=O)c4ccc(F)cc4)CC3)nc12	-15.7%
Cc1cc(Br)ccc1NC(=O)CSc1c2c(nc3ccccc13)CCC2	-69.5%
CCc1nn(CC(=O)NCc2ccc(OC)c(OC)c2)c(=O)c2cc3sc(C)cc3n12	-17.1%
CCOc1ccc(CNC(=O)C2CCN(S(=O)(=O)N3CCCCC3)CC2)cc1	-6.2%
COC(=O)c1ccc(OCC(O)Cn2cnc3cc(C)c(C)cc32)cc1 (stereo not given)	0.1%
O=Cc1c[nH]c2ccccc12	1.2%
CCc1ccc(NC(=O)Cn2c(-c3cncs3)nc3ccccc32)cc1	-5.5%
CCC(Sc1nc2ncccc2[nH]1)C(=O)Nc1ccccc1F (stereo not given)	-25.6%
Cc1c(C(=O)Nc2ccc(F)c(F)c2)oc2ccc(S(=O)(=O)N(C)C3CCCCC3)cc12	-0.4%
COc1cccc(CNC(=O)C2CCN(C(=O)c3sccc3-n3cccc3)CC2)c1	-15.6%
CCCOCc1cc(CN2CCN(c3ccccc3OC)CC2)c(O)c2ncccc12	11.2µM*
O=C1C[C@@H](c2ccccc2Cl)N1S(=O)(=O)c1ccccc1[N+](=O)[O-]	1.2%
CC1CCC(NC(=O)C2(C)Cc3ccccc3C(=O)N2Cc2ccc(Cl)cc2)CC1 (stereo not given)	-19.8%
CC1=C(c2cccc(Cl)c2)S(=O)(=O)NC1=NCc1ccccc1C	-13.2%
Cn1c(=O)c2sccc2n2c(CCCC(=O)Nc3ccc(Oc4ccc(Cl)cc4)cc3)nnc12	-52.0%
COc1ccc(CCC(=O)N2CCc3c([nH]c4ccccc34)C2c2ccc(F)cc2)cc1 (stereo not given)	-25.1%
c1coc(-c2nc3cc4ccccc4cc3nc2-c2ccco2)c1	-85.0%
O=C(NCCO)C(=O)NCC(c1ccc2c(c1)OCO2)N1CCOCC1 (stereo not given)	3.5%
CCc1cccc(NC(=O)Nc2ccc3c(c2)N(C)C(=O)c2ccccc2S3)c1	-41.7%
COc1ccccc1NC(=O)CCN1CCCCC1	1.7%
Cc1cc(C)c2oc(-c3cccc(NC(=O)COc4ccc([N+](=O)[O-])cc4)c3)nc2c1	-0.3%
CC(C)(C)OC(=O)N(c1cccc2cccnc12)S(=O)(=O)c1ccccc1Br	-40.1%
Cc1nn2c(=O)cc(COC(=O)c3cccc(NC(=O)c4cccs4)c3)nc2s1	-50.6%
COc1ccccc1CNc1nc2ccccc2c2nc(-c3cccc(C)c3)nn12	-14.7%
O=C(CSc1nccn1-c1ccc(F)cc1)Nc1cccc2ccccc12	-9.5%
Cn1nc(C(=O)N2CCN(c3ccccc3F)CC2)c2c1-c1ccccc1SC2	-22.4%
Cc1cccc(C(=O)Nc2ccccc2OCc2cc(=O)n3ccccc3n2)c1	3.3%
COc1ccc(-n2cc(C(=O)N(CCN(C)C)Cc3ccccc3)c3ccccc3c2=O)cc1	-12.4%
COc1cc(C2CC(=O)c3c([nH]c(C(=O)OCc4ccc(C)cc4)c3C)C2)cc(OC)c1OC (stereo not given)	-27.1%
O=c1oc2c(F)cc(F)cc2cc1S(=O)(=O)c1ccc(F)cc1	-4.4%
Cc1nc2nc(SCc3ccc(F)cc3Cl)nn2c(C)c1Cc1ccccc1	-42.2%
Cc1ccccc1C(=O)Nc1ccc(C(=O)OCc2cc(=O)n3c4c(sc3n2)CCCC4)cc1	8.91µM*
O=C(CC1Oc2ccc(Cl)cc2NC1=O)NCc1ccccc1 (stereo not given)	-46.2%
COCCCNC(=O)c1cc2c(=O)oc3ccc(C)cc3c2s1	4.7%
COc1cc(NC(=O)CN2C(=O)C(c3ccc(Cl)cc3)=NC23CCCCC3)cc(OC)c1	-14.3%

(continued)
SMILES	HepG2 tox
CC1=C(C(=O)Nc2ccc(C)cc2C)C(c2cc(Br)ccc2F)n2ncc(C(=O)Nc3ccc(C)cc3)c2N1 (stereo not given)	-42.6%
COc1ccc(N2CC(NC(=O)C(c3ccccc3)c3ccccc3)CC2=O)cc1 (stereo not given)	-3.0%
COc1ccccc1CNc1nc2ccc(C)cc2n2nnnc12	-15.5%
COc1cccc(-n2c(=O)c3sccc3n(Cc3cc(=O)n4cc(Cl)ccc4n3)c2=O)c1	-2.6%
COc1ccc(NC(=O)c2csc3c2CCCCC3)cc1	3.2%
Cc1cccc(N2CCN(C(=O)c3cc(S(=O)(=O)N4CCC(C)CC4)cn3C)CC2)c1C	-6.7%
O=S(=O)(Nc1nc2n(n1)C(c1ccccc1)C=C(c1ccc(Cl)cc1)N2)c1ccccc1 (stereo not given)	4.5%
CCN(CC)C(=O)Nc1ccc2c(c1)N(Cc1ccccc1)C(=O)c1ccccc1S2	-0.2%
COc1ccc(Br)cc1C1C2C=CCCC2(C)C(=O)N1Cc1ccccc1 (stereo not given)	-29.0%
CC(C)(C)OC(=O)N1CCC(c2c(C(=O)NCCN3CCC(Cc4ccccc4)CC3)cnn2-c2cccc(Cl)c2)CC1	7.08µM*
COc1ccc(-n2cc(C(=O)NCc3ccccc3Cl)c3ccccc3c2=O)cc1	1.4%
CCCCN(CC)C(=O)c1cc2c(=O)n3ccccc3nc2n1C	8.5%
Cc1cc(CNC(=O)[C@]2(C(F)(F)F)C[C@H](CCC3CCCCC3)CCCO2)nn1C	-33.5%
Cc1cccc(NC(=O)c2cc(S(=O)(=O)NCCc3ccccc3)ccc2F)c1C	-18.9%
COCCCNC(=O)C1CCN(c2nnc(-n3cccc3CNc3ccc(C)cc3)s2)CC1	-30.8%
CC(=O)c1ccc(NC(=O)c2sc(-n3nc(C)c(Cc4ccccc4)c3C)nc2C)cc1	-4.0%
CCc1ccc(-n2nc(CO)c(C(=O)NCc3cccs3)n2)cc1	-14.3%
CCN(CC)c1ccc(C(=O)N2CCc3c([nH]c4ccccc34)C2c2ccc(F)cc2)cc1 (stereo not given)	-15.1%
CCOC(=O)c1c(C)sc(-c2c(-c3ccc4c(c3)OCCO4)[nH]c3c2c(=O)[nH]c(=O)n3C)c1O	-12.7%
CCCc1nn2c(=O)cc(COC(=O)c3ccc(NC(=O)COc4ccc(F)cc4)cc3)nc2s1	-6.9%
Cc1ccc(C)c(CSc2nnc3[nH]c(=O)cc(C)n23)c1	3.8%
COC(=O)c1c(NC(=O)c2cccc(OC)c2)sc2c1CCC(C(C)(C)C)C2 (stereo not given)	1.8%
Cc1ccc(CN(C(=O)COc2ccc(Cl)c(C)c2)C2CCS(=O)(=O)C2)o1 (stereo not given)	-32.3%
CCCCCCC(=O)N1C/C=C\C(c2ccc(OC)cc2)N(Cc2ccc(F)cc2)C(=O)C1Cc1ccccc1 (stereo not given)	-9.3%
COc1ccc2nc(NC(=O)c3nc(S(=O)(=O)Cc4ccccc4)ncc3Cl)sc2c1	10µM*
CN1CCN(c2nc3c(S(=O)(=O)c4ccc(Br)cc4)nnn3c3ccsc23)CC1	-20.1%
CCCN1C(=O)c2[nH]nc(-c3cccc(OC)c3)c2C1c1ccccn1 (stereo not given)	-10.8%
CCOc1ccc(NCc2cccn2-c2nnc(N3CCC(C(=O)NCc4ccccc4Cl)CC3)s2)cc1	-18.5%
COc1ccc(-c2cn3c(n2)sc2cc(C(=O)NCc4ccccc4)ccc23)cc1	-11.7%
COc1ccc(NC(=O)c2c(C)oc3ccc(O)c(CN4CCN(Cc5ccccc5)CC4)c23)cc1Cl	-32.5%
COc1cc(NC(=O)Cn2c(=O)nc(-c3ccccc3F)c3cc(Cl)ccc32)cc(OC)c1	-2.4%
Cc1nc(C)c(-c2ccc(SCC(=O)Nc3cccc(C)c3C)nn2)s1	-29.7%
COc1ccccc1C(=O)OCc1cc(=O)n2nc(C3CC3)sc2n1	-17.1%
COC(=O)Cn1c(=O)c2cccn2c2cccnc21	1.4%
CCC(Sc1nc2nccnc2c(=O)n1Cc1ccc(C)cc1)C(=O)NC1CCCCC1 (stereo not given)	-24.1%
CC(C)CC(=O)Nc1ccccc1OCc1cc(=O)n2ccccc2n1	3.0%
CCCCOc1ccc(C(=O)N2CCCCC2CCN2CCOCC2)cc1 (stereo not given)	1.5%
COc1ccc(-c2nc3sc(CCNC(=O)C(=O)Nc4cc(C)cc(C)c4)c(C)n3n2)cc1	-10.3%
CCOC(=O)c1sc2ccccc2c1S(=O)(=O)N1CCN(c2cccc(C)c2)C(C)C1 (stereo not given)	-7.4%
CC(=O)Nc1ccc(S(=O)(=O)Nc2nc3n(n2)C(c2ccccc2)C=C(c2ccc(Cl)cc2)N3)cc1 (stereo not given)	-2.6%
O=C(c1cccs1)c1cn(CCOc2ccc(F)cc2)c2ccccc12	-18.4%
CC(Oc1ccc(F)cc1)C(=O)Nc1cc(-c2ccc(F)c(F)c2)no1 (stereo not given)	-45.3%
CCc1ccccc1NC(=O)Cn1nc(C)c2nn(-c3ccc(Cl)cc3)c(C)c2c1=O	8.8%
Cc1cccc(N2CCN(Cc3cc(=O)oc4cc(C)ccc34)CC2C)c1 (stereo not given)	3.4%
COC(=O)c1ccc(NC(=O)CSc2ccc(-c3sc(-c4ccccc4)nc3C)nn2)cc1	-2.9%
CCOC(=O)c1ccc(N2CCN(c3cc(Cl)ccc3C)CC2)c(NC(=O)Nc2ccc(OCC)cc2)c1	3.7%
Cc1c(C(=O)N2CCC(C(=O)Nc3ccc(F)c(Cl)c3)CC2)sc2nc[nH]c(=O)c12	-30.2%
O=C(Cn1ccc2cc(S(=O)(=O)N3CCCCCC3)ccc21)NCc1cccc(Cl)c1	-29.4%
COc1cccc(CN2C(=O)c3ccccc3Sc3ccc(C(=O)NCCc4ccc(Cl)cc4)cc32)c1	-13.9%
COc1ccc(-c2nc3sc(CCNC(=O)Cc4ccc(Cl)cc4)c(C)n3n2)cc1	-8.8%

(further entries)
SMILES	HepG2 tox
CC(=O)c1ccc(NC(=O)C2CCCN(S(=O)(=O)c3cn(C)cn3)C2)cc1 (stereo not given)	-1.0%
Cc1ccc(Nc2nc(Nc3ccc(C)c(C)c3)nc(N3CCOCC3)n2)cc1C	-38.8%
O=c1cc2nc(-c3cccs3)nc(SCCOc3ccc(Cl)cc3)n2[nH]1	-12.5%
CCOc1ccc(C(=O)Nc2cccc(NC(=O)c3ccc(Cl)cc3Cl)c2)cc1	-64.4%
COc1ccc(OC)c(S(=O)(=O)NCC(c2cccs2)S(=O)(=O)c2ccc(F)cc2)c1 (stereo not given)	-26.3%
CC(CNC(=O)c1ccc(CSc2nc3ccncc3n2Cc2ccccc2)cc1)c1ccccc1 (stereo not given)	-26.9%
Cn1nc(-c2ccccc2)c(-c2ccccc2)c(C(=O)Nc2ccc(S(N)(=O)=O)cc2)c1=O	-17.7%
COC(=O)c1ccc(NC(=O)CCc2c(C)nc3c(c(C)nn3-c3ccc(C)cc3)c2C)cc1	-0.7%
CCNC(=O)c1cnc2sc(N3CCCCCC3)nn2c1=O	14.3%
Cc1cc(C)c(S(=O)(=O)NCC(c2ccco2)N2CCN(c3ccccc3)CC2)c(C)c1 (stereo not given)	-22.3%

Assay outcomes: PubChem, National Center for Advancing Translational Sciences (NCATS)
